Shiga toxin inh: Shiga toxin inhibition | AID 2315 | Vero cells, Shiga toxin protein synthesis inhibition reporter | inhibition, % at 38.7 µM | 290,000 compounds, 9.2% hits; in the data active = inhibition mostly above about 28%, no sharp cut-off; inactive = mostly below about 43%; also: 0% is about no effect
Pf growth 48h: inhibits P. falciparum growth in the first generation, 48 h. AID 504832. Potency, µM (highest dose often 28.7 µM), without a hit: at the highest dose activity change, negative = inhibition, most hits filed as inhibitors. 310,000 compounds, 5.9% hits. P. falciparum luciferase growth in erythrocytes, 48 h; also: potency is read from the fitted curve at half-maximal effect; % is scaled to controls: 0 for no effect and ±100 for the full control effect
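Parasite viability was followed by luminescence of a genomically integrated firefly luciferase. Cultures held 0.1% parasitemia at 2% hematocrit (final), incubated under 5% CO2 at 37 C.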
HCV inhibitor: blocks hepatitis C virus; AID 651820; Huh7.5.1 HCVcc-Cre infection, luciferase reporter, 44 h; Potency, µM (highest dose often 41.8 µM), without a hit: top-dose activity change, negative = inhibition, hits mostly inhibitors; 340,000 compounds, 3.4% hits; also: potency is read from the fitted curve at half-maximal effect; % is scaled to controls: 0 for no effect and ±100 for the full control effect
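Cells seeded at 1,000/well and cultured 4 h, then compounds added followed by HCVcc-Cre virus (~0.5 moi). After 44 h further culture, luciferase substrate was added, plates held 15 min at room temperature, and luminescence read for 15 sec.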
LmPK inh: blocks Leishmania mexicana pyruvate kinase activity | Q27686 | purified LmPK, Kinase-Glo ATP luminescence, 1 h | Potency, µM (highest dose often 57.5 µM), inactives show at the highest dose activity change, negative = inhibition, actives largely listed as inhibitors | 290,000 compounds, 0.37% hits; also: potency is read from the fitted curve at half-maximal effect; % is scaled to controls: 0 for no effect and ±100 for the full control effect
Target sequence (Q27686 whole entry, looked up): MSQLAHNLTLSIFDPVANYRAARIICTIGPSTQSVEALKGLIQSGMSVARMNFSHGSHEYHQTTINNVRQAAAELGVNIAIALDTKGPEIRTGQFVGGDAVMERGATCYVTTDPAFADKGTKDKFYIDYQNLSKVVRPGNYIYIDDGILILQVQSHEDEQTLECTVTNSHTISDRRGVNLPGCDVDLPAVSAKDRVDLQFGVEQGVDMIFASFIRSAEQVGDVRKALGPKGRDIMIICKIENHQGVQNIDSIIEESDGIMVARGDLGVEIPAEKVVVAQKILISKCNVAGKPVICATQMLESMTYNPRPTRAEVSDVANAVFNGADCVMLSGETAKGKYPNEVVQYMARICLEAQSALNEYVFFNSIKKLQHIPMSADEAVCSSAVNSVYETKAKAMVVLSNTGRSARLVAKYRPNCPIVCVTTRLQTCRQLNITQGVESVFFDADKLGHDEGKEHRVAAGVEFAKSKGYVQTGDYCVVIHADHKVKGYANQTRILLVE
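ATP generated from ADP (0.1 mM) and PEP (0.5 mM) by 0.1 nM LmPK over 1 h at room temperature (pH 7.2 imidazole buffer) was detected by coupled luciferase luminescence. Values were normalized to uninhibited and no-enzyme wells.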
Pf growth 96h: P. falciparum growth inhibition at 96 hours; P. falciparum luciferase reporter growth, 96 h; Potency, µM (doses to about 28.7 µM), for the others: top-dose activity change, negative = inhibition, most hits filed as inhibitors; 320,000 compounds, 6.9% hits; also: potency is read from the fitted curve at half-maximal effect; % is scaled to controls: 0 for no effect and ±100 for the full control effect
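Infected RBCs, 2% Hct / 0.05% parasitemia final; luciferase-reporter P. falciparum; cpd 96 h, 37 C, 5% CO2; luciferase detection reagent; luminescence.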
TbPYK inhibitor: T. brucei pyruvate kinase inhibition; TbPYK enzyme, Kinase-Glo Plus ATP luminescence, 45 min; Potency, µM (titrated, usually from 76.8 µM), for inactives: at the top dose activity, negative = inhibition, most hits filed as inhibitors; AID 624173; Q57TT1; 410,000 compounds, 0.12% hits; also: potency is read from the fitted curve at half-maximal effect; % is scaled to controls: 0 for no effect and ±100 for the full control effect; nearly all actives have a fitted effect of over 50% in size
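Assay buffer: 50 mM TEA pH 7.2, 100 mM KCl, 10 mM MgCl2, 0.05% BSA, 0.01% Tween-20. Pyruvate kinase from T. brucei plus substrate met compound, then ADP (130 uM final). Luminescence was read post 45 min RT.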
Cycloheximide cs: counter-screen hit for Shiga toxin inhibitors, cycloheximide | 300,000 compounds, 12% hits | cell reporter, cycloheximide protein synthesis inhibition counterscreen | max response, % | AID 2314; in the data active = max response mostly above about 13%, no sharp cut-off; inactive = mostly below about 14%; also: read at 38.3 µM for the half of the compounds with a filed dose; 0% is about no effect
The depositor's hits bear a star; ? = inconclusive; . = not tested or not shown; & = joins results of further samples; [ ] = remark or other dose. Unless noted, calls follow the shape of the dose curve; as a rule, active = well fitted curve in the direction sought with a large enough effect; inconclusive = small, poorly fitted or top-dose-only effect, or another doubt; inactive = no such curve, though single readings can be large; an effect the other way counts as inactive or inconclusive.

SMILES	Shiga toxin inh	Pf growth 48h	HCV inhibitor	LmPK inh	Pf growth 96h	TbPYK inhibitor	Cycloheximide cs
Cc1nc(C)n(CC(=O)N2CCCC(C(=O)c3ccc(Cl)cc3C)C2)n1 (stereo unspecified)	17	24%	27%	-10%	18%	0%	0
Cc1cc2c3c([nH]c2cc1S(=O)(=O)N1CCC2(CC1)OCCO2)CCCC3=O	9	?	22µM*	-8%	?	-2%	-8
Cn1c2c(c(=O)n(C)c1=O)C(NS(=O)(=O)c1ccc(Cl)cc1)(C(F)(F)F)C(=O)N2 (stereo unspecified)	-10	8%	7%	0%	.	-2%	-3
CCOc1ccc(CCNC(=O)c2ccc(S(=O)(=O)N3CCCC3)cc2)cc1OCC	.	12µM*	?	.	?	-2%	.
Cc1ccc(C(C(=O)NC2CCCC2)N(Cc2ccc(F)cc2)C(=O)c2snc(C(N)=O)c2N)o1 (stereo unspecified)	-4	0%	-21%	3%	23%	0%	-5
CCOC(=O)N1CCc2c(sc3ncn(Cc4ccc(F)cc4)c(=O)c23)C1	18	10µM*	-29%	-1%	5.9µM*	-3%	-4
Cc1ccc(S(=O)(=O)Nc2ccc3cn[nH]c3c2)c(C)c1	.	?	4%	.	-10%	6%	.
CCc1nc2ccc(C(=O)NCCCN3CCN(c4ccc(F)cc4)CC3)cc2nc1CC	4	?	?	-3%	34%[activator]	-2%	2
O=C(NCc1ccc(Cl)cc1)c1ccc2c(=O)n(CC3CCCO3)c(=S)[nH]c2c1 (stereo unspecified)	1	-29%	?	-3%	12µM*	0%	-3
Cc1c(Cl)c([N+](=O)[O-])nn1CCCC(=O)N1CCN(c2ccccc2)CC1	-16	?	?	1%	0%	-2%	10
N#CC1(Cc2ccccc2Cl)c2ccccc2C=CN1C(=O)c1ccccc1 (stereo unspecified)	-8	?	-16%	3%	.	-7%	2
O=C(CN1CCN(S(=O)(=O)N2CCCCC2)CC1)Nc1ccc(Cl)c(Cl)c1	-9	-23%	?	2%	-12%	-6%	-2
NC(=O)CSc1nnc([C@@H](N)Cc2c[nH]c3ccccc23)o1	-4	23%	14%	1%	-9%	2%	2
COc1ccc(NC(=S)Nc2ccccc2SC)c(OC)c1	26	27%	9%	0%	54%[activator]	-1%	4
CCCCOC(=O)c1ccc(Nc2ncnc3nc[nH]c23)cc1	17	32%[activator]	2%	-1%	40%[activator]	-6%	14
O=C1CCCN2N=C(SCC(=O)Nc3cccc(C(F)(F)F)c3)SC2=N1	-11	?	6.3µM*	-1%	-36%	10%	-4
Cc1ccccc1CN(C)C(=O)c1ccc2ccccc2n1	5	8%	9%	-1%	4%	2%	-2
O=C(O)CCCC(=O)Nc1ccccc1Oc1ccccc1	-12	?	3%	-3%	59%[activator]	2%	-1
CCN1CCc2c(sc(NC(=O)c3ccc(S(=O)(=O)N4CC(C)OC(C)C4)cc3)c2C(N)=O)C1 (stereo unspecified)	-11	-6%	8%	9%	-16%	-1%	1
CCc1ccc(CN2C(=O)CCC2(C)C(=O)NC2CCCC2)cc1 (stereo unspecified)	-3	36%[activator]	-7%	-1%	.	6%	1
Cc1cc(NC(=O)CC2(CC(=O)O)CCCC2)n(C)n1	-6	?	2%	0%	6%	7%	-1
CC(C)=CCN1CCN(Cc2ccc(Sc3nncn3C)o2)CC1CCO (stereo unspecified)	3	18%	0%	7%	21%	-2%	-5
O=C(N/N=C\c1ccc(Cl)s1)c1cccs1	85	.	4%	2%	?	-1%	43*
COc1cc(O)c(C(CCN2CCCCC2)c2cc(OC)c(OC)c(OC)c2)c(OC)c1 (stereo unspecified)	-3&-3	0.74µM*	?	1%	1.9µM*	2%	-3&-3
Cc1ccc(C)c(CN2CCCN(C(=O)Cn3ncc4c3-c3ccccc3OC4)C2)c1	-9	.	-15%	6%	?	-4%	-8
CCC(C)Nc1ncnc2c1cnn2Cc1ccc(Cl)cc1 (stereo unspecified)	-26	.	?	-2%	?	-4%	6
O=S(=O)(Nc1ccc(Cc2ccncc2)cc1)c1ccc(Cl)cc1	-7	7%	11µM*	3%	16%	-12%	-3
O=c1cc(C23CC4CC(CC(C4)C2)C3)[nH][nH]1	-13	?	18%	0%	.	-2%	-2
CCC(NS(=O)(=O)c1ccc(C)cc1)C(=O)N1CCOCCOCCOCC1 (stereo unspecified)	28	-20%	6%	2%	?	2%	-4
Cc1cc(C)cc(OCC(=O)Nc2cnn(CCCC(=O)O)c2)c1	-8	-12%	13%	1%	?	3%	1
COc1ccc(-c2[nH]c(-c3cc(OC)c4c(c3)OCO4)nc2-c2ccccc2)cc1	17	4.1µM*	?	0%	?	1%	0
COC(=O)N1CCN(c2ccc(C)c(C)c2)CC1	65	46%[activator]	.	-13%	54%[activator]	.	23*
Cc1onc(-c2ccccc2)c1-c1nnc(CN2CCN(S(=O)(=O)c3ccccc3F)CC2)o1	.	?	?	.	?	-1%	.
O=c1oc2ccccc2c(Nc2cccc3cccnc23)c1[N+](=O)[O-]	15	5%	-12%	0%	-9%	-7%	11
CC(=O)N/C(=C\c1ccccc1)C(=O)N1CCOCC1	17	2%	0%	-6%	?	-4%	-3
COCCNc1oc(-c2ccccc2Cl)nc1C#N	46	.	-17%	7%	16%	-7%	20
COC(=O)C1=C(c2cccc(C#N)c2)C[C@@H]2CC[C@H]1N2C(=O)NC(C)C	.	-1%	12%	.	32%[activator]	2%	.
CN(C)c1nccc(Nc2ccccc2)c1C#N	-14	-4%	-1%	-4%	59%[activator]	-1%	8
CCNC(=O)COC(=O)c1cc(-c2ccco2)nc2ccccc12	9	-1%	11%	-2%	20%	-9%	10
Cn1nnnc1SCC(=O)Nc1ccccc1N1CCOCC1	-8	9%	2%	1%	?	4%	1
Cc1nc2ccc(NC(=O)c3ccc(Cl)c(NC(=O)c4cccs4)c3)cc2s1	51	-3%	10µM*	1%	0%	3%	20*
CCCC(c1nnnn1CS(=O)(=O)c1ccc(C)cc1)N1CCC(C(N)=O)CC1 (stereo unspecified)	-11	0%	17%	1%	36%[activator]	7%	-4
COc1ccccc1NC(=O)C(C/C=C(\C)Cl)C(C)=O (stereo unspecified)	-5	9%	0%	1%	1%	-3%	-4
COc1ccc2c(c1)c1ncn(CCN3CCCC3)c(=O)c1n2C	-43	-6%	?	-2%	?	-4%	-9
CN1C(=O)c2cccc(NC(=O)C3CCCCC3)c2C1=O	-12	.	4%	8%	?	-6%	-4
CN1CCN(C(=O)CN(Cc2ccccc2)S(C)(=O)=O)CC1	-14	.	?	4%	-25%	2%	-4
NC(=O)C1CCN(Cc2nc(-c3cccs3)no2)CC1	5	21%	8%	0%	25%	-1%	10
COc1ccc(CN2C(=O)C(C)N(C(=O)c3c(F)cccc3F)c3ccccc32)cc1 (stereo unspecified)	15	1.9µM*	?	5%	2.1µM*	1%	4
Cc1cccc(NS(=O)(=O)c2cc(C(=O)N3CCc4ccccc4C3)ccc2Cl)c1C	3	?	-22%	2%	?	4%	2
Cc1nnc(SCc2ccccc2CSc2nnc(C)s2)s1	-10	-3%	2%	-9%	61%[activator]	3%	49*

Next compounds follow:
SMILES	Shiga toxin inh	Pf growth 48h	HCV inhibitor	LmPK inh	Pf growth 96h	TbPYK inhibitor	Cycloheximide cs
COc1ccccc1C1/C(=C(/O)c2ccc(C)cc2)C(=O)C(=O)N1Cc1ccco1 (stereo unspecified)	-9	11%	-20%	1%	-17%	-6%	3
COc1ccc(/C=N/NC(=O)C2C(=O)NCC2c2ccccc2)c(OC)c1 (stereo unspecified)	-5	-8%	-12%	1%	-16%	4%	-4
CC1(C)CC(NC(=O)c2ccccc2)CC(C)(C)N1	-7	-3%	2%	-1%	?	-4%	-4
C/C(=N\NC(=O)c1cnccn1)c1ccc([N+](=O)[O-])cc1	10	136%[activator]	-1%	0%	1%	0%	20*
O=C(Cn1cnc2ccccc21)c1ccc(Cl)cc1	48	-20%	1%	-3%	83%[activator]	1%	28*
Cc1onc(-c2ccccc2Cl)c1C(=O)N1CCN(C/C=C/c2ccccc2)CC1	-3	?	-9%	3%	-1%	1%	-3
COCCCNC(=O)CNC(=O)c1nn(-c2ccc(OC)cc2OC)c(=O)c2ccccc12	-4	.	17%	3%	?	0%	-6
CCOC(=O)C1CCN(C(=S)Nc2cccc(C)c2)CC1	-8	-14%	1%	1%	27%	-4%	8
CCCCCCCC(=O)N1c2ccccc2NC(=O)C1CC(=O)Nc1ccc(C(=O)O)cc1 (stereo unspecified)	5	10%	9%	1%	19%	-4%	-1
CC(CN(C)C)C(C)(O)Cc1ccc(Cl)cc1 (stereo unspecified)	-19	-4%	.	.	2%	-7%	5

Part of the list above in order of formula weight, low to high.
SMILES	Shiga toxin inh	Pf growth 48h	HCV inhibitor	LmPK inh	Pf growth 96h	TbPYK inhibitor	Cycloheximide cs
O=C(Cn1cnc2ccccc21)c1ccc(Cl)cc1	48	-20%	1%	-3%	83%[activator]	1%	28*
COc1ccc(NC(=S)Nc2ccccc2SC)c(OC)c1	26	27%	9%	0%	54%[activator]	-1%	4
CCC(NS(=O)(=O)c1ccc(C)cc1)C(=O)N1CCOCCOCCOCC1 (stereo unspecified)	28	-20%	6%	2%	?	2%	-4
Cc1cccc(NS(=O)(=O)c2cc(C(=O)N3CCc4ccccc4C3)ccc2Cl)c1C	3	?	-22%	2%	?	4%	2

Further compounds follow:
SMILES	Shiga toxin inh	Pf growth 48h	HCV inhibitor	LmPK inh	Pf growth 96h	TbPYK inhibitor	Cycloheximide cs
CN(CC(=O)Nc1ccc(F)cc1)C(=O)COC(=O)Cc1c(F)cccc1Cl	.	16%	0%	.	7%	3%	.
NC(=O)CCS(=O)(=O)CCN1CCN(S(=O)(=O)c2ccc3c(c2)CCC3)CC1	.	-26%	-6%	.	-13%	-1%	.
CCN(CC)CCN1C(=O)C(O)=C(C(=O)c2cc3cccc(OC)c3o2)C1c1cccs1 (stereo unspecified)	-6	18%	-4%	0%	-3%	1%	1
CCOc1ccc(N(C)c2ccc(/C=C3/SC(=S)NC3=O)cc2)cc1	-4	38%[activator]	11%	-11%	9%	1%	-4
O=C(CN(Cc1cccs1)C(=O)CSc1nnc(COc2ccccc2)o1)NC1CCCC1	-17	-24%	-3%&-24%	-2%	16%	2%	-1
COc1ccccc1CNC(=O)/C=C/C(=O)O	-12	33%[activator]	0%	0%	15%	5%	-3
CCC1=[N+](C)CCn2c(C)ccc21	-5	.	-8%	-6%	15%	0%	-3
CCOC(=O)NC(=S)Nc1ccc(OC)cc1	33	36%[activator]	-1%	-1%	-2%	-1%	18*
CC(C)CC(=O)N=Nc1c(O)[nH]c2ccccc12	106*	26%	-4%	-4%[11.5 µM]	?	-2%	26*
Cc1cc(C)c(S(=O)(=O)N2CCCCC2CCNC(=O)C(=O)NCc2cccnc2)c(C)c1 (stereo unspecified)	.	?	3%	.	?	-19%	.
COc1cc(NC(=O)c2cc(C(C)C)on2)c(OC)cc1Cl	32	13µM*	11µM*	0%	-11%	-4%	13*
CC(=O)Nc1cc2c(cc1C(C)=O)OCCO2	-4	5%	-29%	-7%	24%	-3%	-1
O=C(COc1nc2ccccc2nc1N1CCOCC1)Nc1ccc(S(=O)(=O)N2CCCC2)cc1	3	?	-6%	-2%	0%	7%	-5
O=C(O)c1ccc(/C=N/Nc2ncc(Cl)cc2Cl)cc1	65*	45%[activator]	24%	-1%	48%[activator]	6%	21

High-throughput results deposited in PubChem BioAssay by National Center for Advancing Translational Sciences (NCATS).
